ARFGAP1 inh – inhibitors of rat ARFGAP1 GAP activity, primary screen, biochemical, fluorescence polarization, GDP tracer; ADP-ribosylation factor GTPase-activating protein 1 (Rattus norvegicus), Q62848; Arfgap1-stimulated ARF1 GTP hydrolysis, GDP FP detection; inhibition, % at 16.5 µM; 0.26% of 360,000 active; AID 651572, 2012;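 active = inhibition above a per-plate limit, mean inhibition of low control wells plus 3 SD, cut at about 25% in these data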;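 note: 0% = DMSO wells with enzyme and 100% = wells lacking Arfgap1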
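material = rat Arfgap1 catalytic domain, aa 1-136 | also added = human ARF1(Δ1-17)-GTP substrate | compound dosing = one concentration, 16.5 µM, DMSO 1.26% | times = GTP hydrolysis reaction 2 h at 25 °C | measured by = FP, GDP Alexa 633 tracer displaced from anti-GDP antibody, 620/688 nm | evaluation = percent inhibition of Arfgap1-stimulated GTP hydrolysis | replication = single well per compound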
rCAG RNA binder – binders of r(CAG) RNA repeats, primary screen, biochemical, fluorescence; 1.3% of 370,000 active; AID 651821, 2012; inhibition, % at 3 µM; r(CAG) RNA repeat, TO-PRO-1 dye displacement fluorescence;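 active = inhibition above the plate cutoff, the mean of all test compounds on that plate plus 3 SD, cut at about 35% in these data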;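 note: 0% = DMSO alone and 100% = 100 µM mitoxantrone as full dye displacement; higher means more dye released from RNA so lower well fluorescence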
Tn6 DDE FP – inhibitors of Tn6 peptide binding to fibrin DD(E), primary screen, biochemical, fluorescence polarization, human fibrin, Tn6 probe | Fibrinogen beta chain (Homo sapiens), P02675 | Fibrin DD(E) TRITC-Tn6 fluorescence polarization displacement | inhibition, % at 8.3 µM | 0.21% of 370,000 active | AID 720509, 2013;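 active = inhibition above a per-campaign cutoff: mean of compounds within control limits plus 3 SD, cut at about 15% in these data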;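 note: 0% = median of all compound wells on the plate and 100% = blocking peptide control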
Target sequence (P02675 whole entry, looked up): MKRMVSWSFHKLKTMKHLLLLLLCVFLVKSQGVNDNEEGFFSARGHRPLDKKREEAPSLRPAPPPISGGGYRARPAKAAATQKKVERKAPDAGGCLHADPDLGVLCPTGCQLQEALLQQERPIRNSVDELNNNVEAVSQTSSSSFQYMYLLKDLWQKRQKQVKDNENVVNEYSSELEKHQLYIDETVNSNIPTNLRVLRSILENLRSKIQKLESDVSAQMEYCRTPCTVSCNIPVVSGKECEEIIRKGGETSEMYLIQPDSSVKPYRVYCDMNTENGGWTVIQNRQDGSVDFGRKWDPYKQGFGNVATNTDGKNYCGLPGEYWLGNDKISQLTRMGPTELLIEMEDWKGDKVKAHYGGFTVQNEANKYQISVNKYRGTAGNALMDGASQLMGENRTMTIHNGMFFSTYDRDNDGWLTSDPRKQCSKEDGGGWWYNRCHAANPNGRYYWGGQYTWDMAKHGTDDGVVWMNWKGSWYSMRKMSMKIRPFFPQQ
NPR2 activator – human GC-B receptor activators, primary screen, HEK293 GC-B cells, cGMP TR-FRET, EC30 CNP | 0.11% of 370,000 active | activation, % at 10 µM | 0% at EC30 CNP, 100% saturating CNP | Atrial natriuretic peptide receptor 2 (Homo sapiens), P20594 | AID 1920062, 2024;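 active = activation at 10 µM reaching about 35% in either raw or pattern-adjusted values, limit read from the data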
FXN GAA850 act – FXN promoter activators, primary screen, cell-based, luciferase luminescence, HEK293 lucGAA850; AID 540364, 2011; activation, % at 6 µM; HEK293 lucGAA850 FXN promoter luciferase reporter, 24 h; percent of 10 µM SAHA response; 0.56% of 360,000 active;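 active = activation above the average of all compounds screened plus 3 SD, cutoff fixed separately per campaign, cut at about 7.5% in these data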;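 note: 0% = DMSO wells and 100% = 10 µM SAHA wells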
ASAP1 GAP inh – inhibitors of human ASAP1 ArfGAP activity, primary screen, biochemical, fluorescence polarization; Arf-GAP with SH3 domain, ANK repeat and PH domain-containing protein 1 (Homo sapiens), …; ASAP1-stimulated ARF1 GTP hydrolysis, GDP FP detection; inhibition, % at 16.5 µM; 0.19% of 360,000 active; AID 624377, 2012; in the data active = inhibition above about 25%;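 note: 0% = vehicle with enzyme and substrate and 100% = no enzyme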
sPLA2-III inh – human group III sPLA2 inhibitors, primary screen, biochemical, QFRET, BODIPY PC-A2 liposome substrate; Group 3 secretory phospholipase A2 (Homo sapiens), Q9NZ20; QFRET BODIPY PC-A2 liposome hydrolysis, fluorescence; inhibition, % at 12.2 µM; 0.56% of 370,000 active;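 active = inhibition above mean plus 3 SD of compounds lying within the high and low control bounds, cut at about 19% in these data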;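 note: 0% = median of test compound wells and 100% = no enzyme DMSO wells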
KLK7 zymogen act – proKLK7 zymogen activators, primary screen, biochemical, fluorescence intensity. purified proKLK7, EDANS-DABCYL substrate fluorescence; 100% is mature enzyme control, 0% vehicle. 0.9% of 370,000 active. AID 652039, 2013. activation, % at 7 µM;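 active = activation above the mean of all tested compounds plus 3 SD, computed per campaign excluding outliers beyond control limits, cut at about 13% in these data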
GC-A act – GC-A stimulated cGMP production enhancers – HEK293 GC-A cells, cGMP TR-FRET, EC30 ANP, primary screen. 0% at EC30 ANP, 100% saturating ANP. AID 1671463, 2021. activation, % at 10 µM. 0.14% of 370,000 active; in the data active = activation above about 40%
ADAM10 inh – human ADAM10 inhibitors, primary screen, biochemical, QFRET, HTS | 0.62% of 370,000 active | Disintegrin and metalloproteinase domain-containing protein 10 (Homo sapiens), O14672 | AID 720582, 2013 | inhibition, % at 7 µM | recombinant ADAM10, EDANS/DABCYL FRET peptide cleavage, 3 h;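 active = inhibition above a per-campaign cutoff equal to the mean of compounds falling between control-based bounds plus 3 SD, cut at about 20% in these data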;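 note: 0% = DMSO wells while the 100% control is not disclosed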
Target sequence (O14672 214-748 limits assumed): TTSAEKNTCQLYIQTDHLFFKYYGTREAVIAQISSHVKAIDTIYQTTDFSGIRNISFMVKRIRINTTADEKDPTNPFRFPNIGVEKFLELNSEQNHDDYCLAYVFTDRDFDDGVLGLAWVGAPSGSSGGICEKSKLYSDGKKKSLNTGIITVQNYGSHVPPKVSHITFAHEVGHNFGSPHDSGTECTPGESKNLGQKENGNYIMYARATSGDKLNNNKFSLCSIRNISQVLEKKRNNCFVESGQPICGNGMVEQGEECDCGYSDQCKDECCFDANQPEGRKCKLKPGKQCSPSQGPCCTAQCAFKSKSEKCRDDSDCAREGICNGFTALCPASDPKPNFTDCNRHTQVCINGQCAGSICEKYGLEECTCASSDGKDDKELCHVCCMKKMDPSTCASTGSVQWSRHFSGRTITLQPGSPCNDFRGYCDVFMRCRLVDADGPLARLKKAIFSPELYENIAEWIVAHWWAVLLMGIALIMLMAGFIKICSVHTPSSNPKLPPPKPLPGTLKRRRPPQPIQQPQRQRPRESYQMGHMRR
* hit, by the source's call; i = inactive; / = no result given.

SMILES	ARFGAP1 inh	rCAG RNA binder	Tn6 DDE FP	NPR2 activator	FXN GAA850 act	ASAP1 GAP inh	sPLA2-III inh	KLK7 zymogen act	GC-A act	ADAM10 inh
CCC(=O)N(Cc1cc2c(C)ccc(C)c2[nH]c1=O)C1CCCCC1	1	-1	5	-8	1.6	-2	-3	1.0	1	-40
C[n+]1cccc(C(=O)NCC2CCCO2)c1 (configuration not stated)	0	-2	9	1	0.4	-1	12	-0.5	-2	-4
O=C(N/N=C/c1ccc(Cl)s1)C(O)c1ccccc1 (configuration not stated)	0	-2	1	1	1.8	-6	-1	-0.1	8	-2
CCC1(C)Cc2c(sc3nnn(CC(=O)Nc4ccc(Cl)cc4)c(=O)c23)CO1 (configuration not stated)	-1	11	-13	-3	-1.9	1	-6	0.4	-1	20*
COc1ccccc1CN(C)C(=O)c1ccc(S(=O)(=O)Nc2c(C)n(C)n(-c3ccccc3)c2=O)cc1	4	1	4	4	-1.8	3	-13	-0.1	-1	-8
O=C(Nc1ccc2c(c1)CCC2)Nc1ccccc1Cl	-5	4	5	-2	4.0	-10	-8	0.0	0	7
COc1ccc(OCC2NCCc3cc(OC)c(OC)cc32)cc1 (configuration not stated)	-2	1	9	-1	1.0	2	10	0.5	5	-38
C/C(=N\NC(=O)Cc1ccc(Cl)cc1)c1ccccn1	-1	-1	-6	2	-15	-5	-7	0.1	9	1
Cc1ccccc1-n1c(SCC(=O)N2CCOCC2)nc(O)c(Cc2ccccc2)c1=O	-11	3	-8	4	2.1	10	7	0.4	0	-9
CCOc1ccccc1NC1=C(Cl)C(=O)N(c2ccccc2)C1=O	3	-4	6	4	1.4	-4	17	0.2	6	-12
COc1ccc(Cl)cc1-c1nc(SCC(=O)N(C)C)n[nH]1	-2	-3	3	-2	-0.6	1	-2	0.0	-2	2
COc1ccc(CCN(C)C(=O)c2ccc(C)c(S(=O)(=O)N3CCCCC3)c2)cc1OC	-13	3	0	3	1.1	-3	5	0.8	0	7
COc1ccc2oc(C(=O)OCC(=O)NCc3ccco3)c(C)c2c1	1	3	-5	10	0.2	0	-1	-4.1	-2	-191
CCOC(=O)Cn1nc(C)n(-c2ccc(C(C)(C)C)cc2)c1=O	-4	-2	2	3	1.3	-7	-2	0.2	2	-1
CCSc1nnc(-c2cnn(-c3ccccc3)c2-n2cccc2)n1C	-8	-9	-7	0	-0.2	-4	5	0.4	1	-1
Cc1nc(CN2CCCC2=NC#N)n(-c2ccccc2)n1	4	-2	-4	-3	0.5	-17	6	0.1	2	-8
CCCNC(=O)N[C@H]1C=C[C@H](CC(=O)OC)O[C@@H]1CO	7	1	1	-1	/	5	16	-0.1	3	-19
O=C(Nc1ccc(C(=O)N2CCOCC2)cc1)c1ccccc1Cl	4	2	0	3	0.5	-14	2	0.3	3	-8
CCN1C(=O)CC(N2CCN(c3ccc(C(=O)c4ccccc4)cc3)CC2)C1=O (configuration not stated)	-1	-6	10	4	2.9	-10	-10	0.2	1	5
CC12CN3CC(C)(CN(C1)C3c1c[nH]c3ccccc13)C2=O (configuration not stated)	3	-1	1	-12	-1.6	7	1	-0.4	-16	-1
CC(=O)N1CCc2ccc(N)cc21	0	3	0	2	0.5	3	13	-0.5	-2	-39
N#Cc1ccc(Cn2c(-c3ccc(F)cc3)noc2=O)cc1	-7	-3	-3	4	0.1	-3	5	-0.6	-2	2
Cc1ccc(SC(C)C(=O)Nc2ncn[nH]2)cc1 (configuration not stated)	0	-1	6	4	3.2	-8	5	0.3	-1	-3
O=C(Cc1ccc(F)cc1)NC1CCCC1	7	-3	6	1	0.0	4	5	0.8	5	8
Cc1ccccc1OCC(O)Cn1c(N2CCN(c3ccccc3)CC2)nc2c1c(=O)[nH]c(=O)n2C (configuration not stated)	3	-5	-3	-6	1.4	9	15	-0.4	-4	5
Following part.
SMILES	ARFGAP1 inh	rCAG RNA binder	Tn6 DDE FP	NPR2 activator	FXN GAA850 act	ASAP1 GAP inh	sPLA2-III inh	KLK7 zymogen act	GC-A act	ADAM10 inh
CC(=O)Oc1oc(-c2ccccc2)nc1C=Nc1ccccc1	-4	2	-1	5	0.4	-7	10	0.1	1	0
Cc1cc(Nc2ncc(Cl)cc2Cl)n[nH]1	-7	-2	-1	-6	-1.2	0	-1	-0.3	-5	-4
COc1cc(NC(=O)C2=C(C)OCCS2)c(Cl)cc1C(=O)NCCN(C)C	-10	1	8	7	0.8	15	-5	-0.1	7	-5
O=C(CCn1cccn1)Nc1ccc(-c2ccno2)cc1	2	1	0	3	1.8	2	5	-1.2	-6	-11
CC1(c2nnnn2-c2ccc3c(c2)OCCO3)CCC(=O)N1CCc1ccc(O)cc1 (configuration not stated)	-6	4	-7	0	/	13	10	-0.5	4	-8
CN(C)c1ccc(/C=C/c2ccncc2)cc1	-2	-8	0	-5	3.8	-9	0	10	4	-11
O=C(NCc1ccccc1F)C1CCN(C(=O)NCc2ccccc2)CC1	14	-5	-4	1	2.4	15	5	0.0	3	-1
Nc1ncnc2c1cnn2-c1ccccc1	0	1	1	1	5.8	-6	0	-0.6	3	-2
CCOC(=O)C1CCN(C(=O)COC(=O)CNC(=O)c2ccc(C(C)(C)C)cc2)CC1	9	2	-1	-1	-0.6	17	-5	0.5	-2	9
O=C(Nc1cccc(F)c1)C1CC(=O)N(c2ccc(Br)cc2)C1 (configuration not stated)	5	-1	-3	-9	-1.3	7	-11	0.5	-2	11
Cc1cc(C)cc(NC(=O)C2C3C=CC4(O3)C2C(=O)N(CCCN(C)C)C4C(=O)NC2CCCC(C)C2C)c1 (configuration not stated)	10	-4	1	-1	0.5	-8	-9	0.3	1	0
COc1ccc(-c2cc(C(=O)NC(Cc3c[nH]c4ccccc34)C(=O)O)c(C)o2)cc1OC (configuration not stated)	7	54*	-2	2	3.1	2	-90	-1.2	-1	3
Cc1noc(C)c1COC(=O)c1cc(C)n(-c2ccccc2)c1C	7	-9	0	6	1.1	0	-19	0.0	-2	-15
CCOc1ccc(S(=O)(=O)N(C)c2ccc(OCC(=O)Nc3nc(-c4cc(OC)ccc4OC)cs3)cc2)cc1	4	13	-6	4	-0.4	-2	8	-1.3	-1	-2
O=[N+]([O-])c1ccc(N2CCN(S(=O)(=O)c3ccc(Cl)cc3)CC2)cc1NCc1cccnc1	16	-1	-13	-24	0.4	5	9	-0.7	-43	4
CC(C)N1C(=O)CSC1c1ccc(Br)cc1 (configuration not stated)	14	2	-1	4	1.8	20	3	-0.5	4	-6
O=C(O)c1ccccc1C(=O)N1CCN(c2cccc(Cl)c2)CC1	-7	1	3	5	0.7	-1	4	0.7	-3	-5
CCNC(=O)C1(C)CCN(C(=O)c2ccc(OC(F)F)cc2)C1 (configuration not stated)	-10	1	1	1	1.1	-6	14	0.0	-3	-12
COc1ccccc1CNC(=O)c1nn(C)c2c1CS(=O)(=O)c1ccccc1-2	11	1	5	-4	-1.9	5	6	-0.2	-3	1
COCCN1C(=O)[C@H]2C[C@@]13O[C@H](c1ccc(C(F)(F)F)cc1)N=C3C[C@H](c1ccccc1)[C@H]2C	-11	-1	-6	-3	/	-10	0	0.4	-1	-12
O=C1NC(Cc2c[nH]c3ccccc23)C(=O)N1Cc1cccc2ccccc12 (configuration not stated)	-1	23	-6	-2	2.7	14	-100	-0.5	-6	-2
COc1ccccc1N1CCN(C(c2cccs2)C(C)NC(=O)c2cccs2)CC1 (configuration not stated)	2	-9	-2	-1	-1.8	0	-4	0.2	-2	3
CC1CCCC(CC(=O)O)(CC(=O)O)C1 (configuration not stated)	0	-2	0	-8	2.6	-17	11	-0.7	1	-4
Cc1cc(C)nc(N2N=C(CSc3ccc(Cl)cc3)CC2=O)n1	3	4	3	-3	0.6	15	-6	0.2	2	-4
COc1cc(/C=N/Nc2ccc(C(F)(F)F)cn2)ccc1O	29*	-1	1	-8	4.0	9	-17	-1.1	-8	-4
(further entries)
SMILES	ARFGAP1 inh	rCAG RNA binder	Tn6 DDE FP	NPR2 activator	FXN GAA850 act	ASAP1 GAP inh	sPLA2-III inh	KLK7 zymogen act	GC-A act	ADAM10 inh
CCOCCCn1c(=N)c(C(N)=S)cc2c(=O)n3cccc(C)c3nc21	-13	10	5	1	1.3	8	16	29*	9	i
Cc1sc(NC(=O)CS(=O)(=O)c2ccccc2)c(C(N)=O)c1C	-4	3	-3	2	3.5	1	7	-0.4	0	-6
CCCNS(=O)(=O)c1ccc(CCC(=O)Nc2ccc3c(c2)OCCO3)cc1	2	2	-5	0	1.3	-5	2	0.0	-2	16
COc1ccc(-c2nc(C#N)c(NCc3ccc(C)cc3)o2)cc1OC	-6	6	-1	24	6.8	-3	-5	-20	21	-399
COc1ccc(N2CCN(C(=O)c3ccc(S(=O)(=O)N4CCCC4)cc3)CC2)cc1	6	0	-8	3	1.9	1	4	0.0	0	-2
Nc1cccnc1Sc1ccc(Cl)cc1	1	2	2	3	0.1	8	8	-0.3	3	-34
NC(=S)Cc1ccc(Cl)cc1Cl	-6	-3	0	2	1.9	-6	11	-0.1	0	2
NS(=O)(=O)c1ccc(Cl)c(S(N)(=O)=O)c1	-2	2	-1	4	0.0	3	5	0.2	3	-10
CC(C)c1cc(NCCOCCO)n2c(nc3ccccc32)c1C#N	2	-2	-1	-3	0.9	-10	1	54*	9	i
CCOC(=O)C1CCN(S(=O)(=O)CCNC(=O)c2ccc(F)cc2)CC1	-8	-6	-4	-3	-0.3	6	5	-0.1	0	-15
CC(=O)Nc1ccc(/C=N/Nc2nncc3ccccc23)cc1	-1	2	2	0	5.4	-2	-8	-0.2	-7	-1
CCCNC(=O)Nc1nc(CC(=O)OCC)cs1	-10	0	6	0	1.6	-3	8	-0.8	-1	4
CCS(=O)(=O)N1CCC(C(=O)Nc2cc(C)ccc2O)CC1	-4	0	8	0	2.7	4	-5	-0.7	0	1
CC(Sc1nnc(-c2ccco2)n1N)C(=O)NCC1CCCO1 (configuration not stated)	-2	1	3	-1	2.1	3	11	-0.5	-1	-14
Cc1oncc1C(=O)NC(C)C	-16	0	5	-2	1.0	3	1	0.1	-1	-1
Fc1ccc(CN2CCN(c3ncnc4scc(-c5ccc(F)cc5)c34)CC2)cc1	-4	-3	5	-4	1.0	7	0	0.8	-5	4

Screening results: PubChem, several laboratories
